ABHD4 inh – inhibits mouse alpha/beta hydrolase domain 4. inhibition, % at 8.92 µM. purified mABHD4, FP-Rh probe fluorescence polarization. actives 0.54% (n = 370,000);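 active means inhibition exceeding the mean over every tested compound plus 3 SD, cut at about 30% in these data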;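 further: 0% = plate median of compound wells and 100% = S159A mutant with DMSO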
Target sequence (Q8VD66 whole entry, looked up, the tested form may be a part): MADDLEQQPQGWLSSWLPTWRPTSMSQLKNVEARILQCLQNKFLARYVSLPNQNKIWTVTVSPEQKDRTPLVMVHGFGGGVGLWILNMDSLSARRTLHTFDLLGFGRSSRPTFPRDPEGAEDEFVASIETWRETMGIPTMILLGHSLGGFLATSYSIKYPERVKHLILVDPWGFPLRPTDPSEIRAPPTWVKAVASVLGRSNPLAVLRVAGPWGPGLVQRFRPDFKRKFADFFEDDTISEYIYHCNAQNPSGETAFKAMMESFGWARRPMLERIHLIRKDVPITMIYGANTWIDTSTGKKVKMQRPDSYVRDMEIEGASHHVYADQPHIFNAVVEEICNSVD
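Doses – 8.92 µM, single dose · Material – wild-type mouse ABHD4 protein · Replication – single well per compound (singlicate) · Measure – percent inhibition of probe binding, normalized to plate controls · Schedule – 45 min compound pre-incubation plus 60 min probe step, 25 °C · Detection – fluorescence polarization with parallel and perpendicular emission, 525/598 nm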
ARFGAP1 inh – inhibitors of rat ARFGAP1; actives 0.26% (n = 360,000); inhibition, % at 16.5 µM; Q62848; Arfgap1-stimulated ARF1 GTP hydrolysis, GDP FP detection;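 active means inhibition above a per-plate limit, mean inhibition of low control wells plus 3 SD, cut at about 25% in these data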;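 further: 0% = DMSO wells with enzyme and 100% = wells lacking Arfgap1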
Target sequence (Q62848 1-136 limits assumed): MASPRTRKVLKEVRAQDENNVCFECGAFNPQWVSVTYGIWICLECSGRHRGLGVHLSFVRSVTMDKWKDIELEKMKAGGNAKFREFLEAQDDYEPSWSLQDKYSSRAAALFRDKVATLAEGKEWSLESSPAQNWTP
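Assay system: Rat Arfgap1 GAP domain (His6, aa 1-136), purified enzyme | Buffer or medium: HEPES 25 mM pH 7.5, NaCl 150 mM, MgCl2, DTT | Schedule: GTP hydrolysis reaction 2 h at 25 °C | Signal: FP of antibody-bound GDP Alexa 633 tracer, ex 620/em 688 nm | Measure: Percent inhibition of Arfgap1-stimulated GTP hydrolysis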
PG9 Ab binder – small molecules binding HIV-1 gp120 antibody PG9; inhibition, % at 6.7 µM; TR-FRET gp120-PG9 antibody binding; actives 0.43% (n = 360,000); in the data active means inhibition above about 8.5%
NR1D1 modulator – modulators of human Rev-erb alpha DNA binding. actives 0.79% (n = 370,000). activity, % at 10 µM. Rev-erbα–FITC-DNA binding, fluorescence polarization, 90 min. P20393;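 active means activity above about 14%, limit read from the data; passing the limit was not always enough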;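 further: 0% = DMSO wells with 35 nM protein and 100% = DMSO wells with 750 nM protein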
SMARCA2 act – increases SMARCA2 function in MMTV reporter cells; MG213 cells, MMTV-luciferase reporter, dexamethasone, overnight; activation, % at 9.1 µM; actives 1% (n = 370,000); in the data active means activation above about 7.8%;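 further: 0% = vehicle wells and 100% = reference activator wells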
rCAG RNA binder – molecules binding r(CAG) RNA repeats. actives 1.3% (n = 370,000). inhibition, % at 3 µM. r(CAG) RNA repeat, TO-PRO-1 dye displacement fluorescence;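 active means inhibition above the plate cutoff, the mean of all test compounds on that plate plus 3 SD, cut at about 35% in these data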;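 further: 0% = DMSO alone and 100% = 100 µM mitoxantrone as full dye displacement; higher means more dye released from RNA so lower well fluorescence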
GC-A act – GC-A (human) enzyme activation. P16066. HEK293 GC-A cells, cGMP TR-FRET, EC30 ANP; 0% at EC30 ANP, 100% saturating ANP. activation, % at 10 µM. actives 0.14% (n = 370,000); in the data active means activation above about 40%
GC-B act – GC-B (human) receptor activation; AID 1920062; actives 0.11% (n = 370,000); P20594; activation, % at 10 µM; HEK293-GC-B cells, CNP EC30, cGMP TR-FRET; 0% at EC30 CNP, 100% saturating CNP;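 active means activation at 10 µM reaching about 35% in either raw or pattern-adjusted values, limit read from the data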
HTRA1 inhibitor – HTRA1 (human) protease inhibition; Q92743; recombinant HTRA1, FP-rhodamine activity-based probe, fluorescence polarization; inhibition, % at 5.96 µM; actives 0.5% (n = 340,000); in the data active means inhibition above about 36%;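 further: 0% = enzyme with DMSO and 100% = wells lacking enzyme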
Target sequence (Q92743 whole entry, looked up): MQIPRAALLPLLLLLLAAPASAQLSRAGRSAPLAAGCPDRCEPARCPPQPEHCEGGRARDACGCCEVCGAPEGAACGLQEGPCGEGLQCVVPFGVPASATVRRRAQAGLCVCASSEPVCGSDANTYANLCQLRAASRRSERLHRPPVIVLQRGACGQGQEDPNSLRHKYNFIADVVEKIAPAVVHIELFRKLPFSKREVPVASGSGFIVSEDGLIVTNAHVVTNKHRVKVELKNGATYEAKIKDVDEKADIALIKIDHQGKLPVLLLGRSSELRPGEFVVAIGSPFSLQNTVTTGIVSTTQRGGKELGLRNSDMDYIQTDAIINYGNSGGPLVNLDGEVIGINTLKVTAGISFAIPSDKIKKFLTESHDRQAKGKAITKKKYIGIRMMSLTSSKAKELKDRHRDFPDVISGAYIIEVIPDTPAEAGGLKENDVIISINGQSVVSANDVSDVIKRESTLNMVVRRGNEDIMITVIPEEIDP
ASAP1 GAP inh – blocks human ASAP1-stimulated Arf1 GTP hydrolysis. Q9ULH1. GDP FP detection. inhibition, % at 16.5 µM. actives 0.19% (n = 360,000). AID 624377; in the data active means inhibition above about 25%;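 further: 0% = vehicle with enzyme and substrate and 100% = no enzyme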
Starred values were filed as active, the others as inactive; / = not tested or not shown. Random draw from the library (roughly 4.4% active in at least one column).

SMILES | ABHD4 inh | ARFGAP1 inh | PG9 Ab binder | NR1D1 modulator | SMARCA2 act | rCAG RNA binder | GC-A act | GC-B act | HTRA1 inhibitor | ASAP1 GAP inh
Cc1ccc(-c2nn(CCC(=O)NCC3CCCO3)c(=O)c3ccccc23)cc1 (centres undefined) | 2.5 | 13.1 | 2.0 | -0.8 | -7.1 | -9.6 | -2.0 | -0.2 | 7.9 | -11.8
CCCn1c(=O)c2c(c3ccccc31)OCC(=O)N2 | 7.1 | -0.4 | 0.8 | -5.6 | -0.8 | 5.2 | 2.2 | 3.6 | -1.7 | 10.4
COC(=O)Nc1nnc(SCc2ccc(C)cc2)s1 | 4.4 | 2.7 | -0.5 | -0.1 | 0.8 | -0.9 | 4.1 | -3.3 | -0.1 | 13.3
CCOC(=O)c1sc(NC(=O)CN2C(=O)NC3(CCC(C)CC3)C2=O)c(C(=O)OCC)c1C (centres undefined) | -4.6 | -1.7 | 0.0 | 36.0* | 2.0 | 3.5 | 4.5 | 6.8 | -6.4 | 2.4
Cc1ccc(N2CC(C(=O)N3CCc4ccccc43)CC2=O)cc1 (centres undefined) | -0.2 | 10.8 | -1.3 | -1.5 | 0.5 | -4.3 | -1.2 | 4.8 | -3.0 | 7.3
COc1ccc([N+](=O)[O-])cc1NC(=O)c1cncc(Br)c1 | 0.1 | 11.0 | 0.0 | -1.0 | 0.9 | 4.4 | 0.2 | -6.1 | -13.9 | -7.5
COc1cc(S(=O)(=O)N2CCOCC2)cc(C(=O)c2nccn2C)c1OC | -1.8 | 10.4 | -2.0 | -5.5 | 9.3* | 7.5 | 1.7 | 1.9 | 9.2 | -7.2
Cc1ccc(S(=O)(=O)N2CCCC2C(=O)Nn2cnnc2)cc1 (centres undefined) | 4.9 | 4.5 | -1.5 | -5.5 | 2.0 | 0.8 | -0.9 | 1.4 | 1.8 | 14.4
O=C(Nc1ccc(-c2ccco2)cc1)C1CCCN(Cc2ccc(CO)o2)C1 (centres undefined) | 1.9 | 9.1 | 0.9 | -30.7 | -1.4 | 6.0 | 6.7 | -0.3 | -7.5 | -12.9
COc1ccc(N2CC(C(=O)NCc3ccccc3)CC2=O)cc1 (centres undefined) | 11.0 | 9.0 | 0.9 | -1.0 | 1.8 | -0.2 | -5.4 | -4.1 | 0.1 | 15.0
O=C(O)CC1S/C(=N/N=C/c2ccc(-c3ccccc3[N+](=O)[O-])o2)NC1=O (centres undefined) | 8.9 | 2.7 | -2.2 | 2.7 | -3.3 | 18.1 | -1.8 | 2.1 | 8.7 | 3.2
COc1ccc(/C=C/C(=O)NC(=S)Nc2ccc(S(=O)(=O)Nc3nccnc3OC)cc2)cc1 | 0.3 | 14.8 | -2.4 | -2.0 | 13.0* | 26.4 | -2.4 | -1.3 | -8.2 | 16.0
O=C(Cc1csc(-c2ccccc2)n1)NCc1ccco1 | -6.1 | 2.6 | -2.9 | -2.6 | -1.4 | 1.0 | 2.2 | -2.0 | 4.7 | -1.3
Cc1cc(C)cc(NC(=S)N(CCN2CCCCC2)Cc2ccco2)c1 | -1.1 | 12.1 | -0.6 | -6.9 | 0.0 | -2.4 | -11.1 | -4.7 | -6.1 | -4.1
Cc1ccccc1CN[C@@H]1CC[C@@]23CCCN2C(=O)CCC[C@H]3C1 | 1.7 | / | / | -4.5 | / | / | -2.3 | 0.2 | / | /
COc1ccc(OC)c(NC(=O)C23CCC(C)(C(=O)O2)C3(C)C)c1 (centres undefined) | 1.3 | -5.5 | -2.3 | -4.8 | -0.9 | -6.5 | 1.1 | 4.5 | 1.6 | -11.8
Cc1cc(NC(=O)CSC2=NS(=O)(=O)c3cc(Cl)ccc3N2)no1 | -0.1 | -0.5 | 0.1 | -5.8 | 0.6 | 16.4 | -0.8 | 0.2 | -4.9 | 2.2
N=c1c2c3c(sc2ncn1N)CCCC3 | 5.3 | -1.8 | -1.5 | 2.3 | -0.4 | 21.6 | 11.3 | -3.3 | -5.3 | 5.2
CNC(=O)c1c[nH]n2c(=O)c(Cc3ccccc3F)c(C)nc12 | 0.0 | 6.9 | 1.7 | -2.2 | -6.3 | 6.6 | 2.8 | -6.5 | -0.9 | -1.0
Cc1cc(Nc2cccc(Cl)c2)c2ccccc2n1 | 0.8 | 1.3 | -0.3 | -5.0 | -2.7 | 6.2 | -2.0 | -2.2 | -5.4 | -2.8
CCN(Cc1ccccc1)C(=O)c1nn(-c2ccc(OC)cc2)c(=O)c2c1c1ccccc1n2C | 2.0 | 5.8 | 0.4 | 10.6 | 0.9 | 1.8 | -0.4 | -3.0 | -1.7 | -4.9
COCCN(C(=O)c1csnn1)C(C(=O)NC1CCCC1)c1ccc(C)cc1 (centres undefined) | 0.8 | 9.9 | -0.4 | -2.4 | -1.5 | -0.5 | 1.4 | -0.4 | 3.1 | 0.7
Cc1ccc(N2C(=O)[C@@H]3[C@H](C2=O)C2c4ccccc4C=NN2[C@@H]3C(=O)c2ccc(Cl)cc2)cc1 (some centres undefined) | -10.7 | -2.7 | 2.3 | 5.8 | -4.0 | 3.1 | 3.4 | 1.1 | -14.3 | 19.5
CSC(=O)NC(=O)NC(=O)c1ccc([N+](=O)[O-])cc1 | 0.9 | 9.2 | -2.6 | -5.2 | -0.3 | -3.1 | -9.1 | -8.0 | 2.6 | 10.3
CCOc1ccccc1CNC(=O)c1cc2oc3ccccc3c2n1C | -10.3 | -1.3 | 0.4 | 2.6 | -3.6 | -0.2 | -2.5 | 2.6 | -40.5 | -25.9

One compound at a time, from the list above. Screens in order: ABHD4 inh	ARFGAP1 inh	PG9 Ab binder	NR1D1 modulator	SMARCA2 act	rCAG RNA binder	GC-A act	GC-B act	HTRA1 inhibitor	ASAP1 GAP inh
Shown for COc1ccc(/C=C/C(=O)NC(=S)Nc2ccc(S(=O)(=O)Nc3nccnc3OC)cc2)cc1 = 0.3	14.8	-2.4	-2.0	13.0*	26.4	-2.4	-1.3	-8.2	16.0
Shown for COC(=O)Nc1nnc(SCc2ccc(C)cc2)s1 = 4.4	2.7	-0.5	-0.1	0.8	-0.9	4.1	-3.3	-0.1	13.3
Shown for CSC(=O)NC(=O)NC(=O)c1ccc([N+](=O)[O-])cc1 = 0.9	9.2	-2.6	-5.2	-0.3	-3.1	-9.1	-8.0	2.6	10.3
Shown for CCOc1ccccc1CNC(=O)c1cc2oc3ccccc3c2n1C = -10.3	-1.3	0.4	2.6	-3.6	-0.2	-2.5	2.6	-40.5	-25.9

Later entries:
SMILES | ABHD4 inh | ARFGAP1 inh | PG9 Ab binder | NR1D1 modulator | SMARCA2 act | rCAG RNA binder | GC-A act | GC-B act | HTRA1 inhibitor | ASAP1 GAP inh
CCOCCc1nnc(NC(=O)c2cccs2)s1 | 8.7 | 1.2 | 1.3 | -0.9 | -1.1 | -3.2 | -1.0 | -1.3 | -6.1 | 6.1
COc1ccc(NC(=O)CCC(=O)c2cc(C)sc2C)cc1 | -0.9 | -0.8 | -2.1 | -4.5 | -2.1 | -4.4 | -2.0 | -5.7 | -5.0 | -6.7
CCS(=O)(=O)c1ccc2c(c1)N(S(C)(=O)=O)CC(C(=O)NCCOC)O2 (centres undefined) | 3.0 | 1.2 | -1.0 | 4.5 | 11.6* | -0.6 | 0.3 | 4.2 | -3.9 | -11.7
CNCC(C)COc1ccccc1OCc1ccccc1 (centres undefined) | 2.5 | 0.7 | -1.1 | -2.1 | -1.0 | 3.0 | -12.1 | 1.0 | -3.8 | -17.2
O=C(NCC1CCCO1)C(c1ccc(F)cc1)N(Cc1ccc2c(c1)OCO2)C(=O)c1ccc(CN2CCOCC2)o1 (centres undefined) | 1.2 | 3.9 | -1.9 | 10.9 | -2.6 | -11.3 | -2.1 | 2.2 | 4.0 | -0.2
Cc1cc(N)n2nc(-c3ccccc3)cc2n1 | 0.4 | 8.7 | -0.1 | -3.4 | 5.8 | 0.7 | -2.5 | -2.2 | 6.1 | 2.8
CC(=O)NNC(=O)CCn1nnc2ccccc21 | 2.4 | -2.8 | -0.6 | -1.7 | -1.4 | -1.3 | 4.7 | 0.9 | -3.9 | -18.6
CC(C)C(=O)Nc1ccc2c(c1)nc(CCN1CCN(C)CC1)n2C | -2.1 | -3.4 | -0.8 | -2.1 | 1.0 | -3.6 | 1.7 | 8.3 | -4.0 | 0.8
COc1ccccc1CNS(=O)(=O)N(C)C | -9.2 | -3.5 | -1.6 | -2.1 | -2.7 | 2.4 | -2.3 | -1.8 | -1.2 | 11.7
O=C(C[C@H]1CC[C@@H](NC(=O)Cc2cccnc2)[C@@H](CO)O1)NCc1ccc2c(c1)OCO2 | 6.5 | -5.3 | -2.3 | -2.4 | -2.4 | 3.2 | -0.3 | 3.7 | / | 0.0
CCC(=O)N/N=C(\C)CC(=O)Nc1cccc([N+](=O)[O-])c1 | -5.6 | 2.9 | -1.2 | -5.5 | -1.4 | 0.9 | -0.7 | 5.9 | 1.9 | 13.8
COc1ccc(Oc2c(O)c3ccccc3n(C)c2=O)cc1 | -0.2 | 4.5 | 0.1 | 0.8 | 0.5 | 0.7 | -1.2 | -0.8 | -2.7 | 5.0
Cc1nn(C(C)C(=O)NCCCN2CCCCCC2)c(=O)c2c1sc1ccccc12 (centres undefined) | 0.1 | -5.2 | -0.8 | -18.5 | -1.8 | 2.8 | 1.1 | 2.9 | 4.5 | 12.3
Cc1oc(-c2ccc(Cl)cc2)nc1CS(=O)CC(=O)NC1CCCCCC1 (centres undefined) | -1.1 | -17.9 | -0.5 | -1.5 | -5.6 | -2.2 | 1.0 | -1.2 | -4.5 | -9.0
COc1ccccc1-c1nnc2sc(COc3ccc(F)cc3)nn12 | -0.8 | -9.4 | 0.3 | -5.0 | -3.8 | -1.7 | 0.8 | -8.0 | -26.4 | -1.4
COc1ccccc1N/C=C/C(=C(C#N)C#N)N(C)C | 0.1 | 5.3 | 0.3 | 5.9 | 1.2 | 1.0 | 3.8 | 2.7 | -6.0 | -7.4
O=C(NC1c2ccccc2-c2ccccc21)c1ccco1 | -2.9 | -1.3 | -1.4 | 4.0 | -2.0 | -2.3 | -0.4 | 1.3 | -12.7 | 4.6
COc1cc(C)ccc1OCCOc1ccccc1Cl | -2.1 | 15.1 | -0.2 | 0.5 | 2.4 | -6.9 | -0.6 | -3.1 | -4.8 | -1.6
O=C(Cn1c(O)c(N=NC(=O)c2ccncc2)c2ccccc21)Nc1ccccc1 | -2.4 | -1.5 | -2.3 | -21.7 | -2.4 | 0.7 | -1.1 | -0.6 | / | 10.4
COc1ccc(C(C(=O)NC(C)(C)C)N(C(=O)CNC(=O)c2cccs2)c2ccc(NC(C)=O)cc2)cc1OC (centres undefined) | 2.9 | -5.8 | -3.0 | -0.8 | -4.8 | -2.7 | 1.4 | 2.2 | -1.1 | 3.3
CCO[C@@H]1OC(C(=O)NC2CC2)=C[C@H](c2csc3ccccc23)[C@H]1CCCO | -5.3 | 6.5 | -0.1 | 0.8 | 0.1 | -8.3 | -6.8 | 0.4 | -1.4 | -1.3
O=C(NCCCn1ccnc1)c1ccccc1Cl | 0.2 | 3.3 | -0.2 | 2.6 | -1.9 | 0.9 | 3.5 | -1.8 | -1.0 | 10.3
Cc1occc1C(=O)N1CCN(S(=O)(=O)c2ccccc2)CC1 | 3.8 | -6.9 | -2.6 | -4.5 | -1.7 | 0.6 | 4.6 | -0.6 | 3.3 | -11.2
Cc1c(Cc2ccccc2)c(=O)[nH]c(=O)n1C | -1.1 | 1.7 | 0.5 | -4.5 | 2.2 | 3.4 | -0.1 | 6.3 | 1.2 | -0.1
